CaV13 FRET inh – Primary screen for inhibitors of IQ motif and Ca2+-dependent inactivation inhibitor domain binding in CACNA1D, Förster resonance energy transfer in living cells, …; 0.098% of 340,000 active; HEK cells, CFP/YFP FRET ICDI-IQ, plate reader, 10 min; percent FRET-ratio fall versus neutral wells; inhibition, % at 12.3 µM;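 active means mean replicate inhibition of at least 30% and at least 1% of replicates passing that level; inconclusive means only one of the two criteria is met; inactive means neither criterion is met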;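 further: 0% = median of the neutral control wells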
aDG glyco act – increases alpha dystroglycan glycosylation; Pro5-aDG cells, alpha-DG glycosylation AlphaScreen (IIH6); 0% Pro5, 100% B10-LARGE cell signal; activation, % at 10 µM; 0.22% of 360,000 active; AID 624168;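 active means activation of at least 8% versus controls, or a plate z-score of at least 8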;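 further: Pro5 are CHO cells carrying HIG-tagged alpha-DG that lacks glycosylation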
H9c2 protect – protects H9c2 cardiomyocytes from peroxide injury | protection from H2O2 cell death, % at 20 µM | H2O2 injury protection, ATPLite, 2 h | 0.63% of 360,000 active;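 active means compounds giving at least 50% protection of heart cells from peroxide-induced death in the single-dose screen, raw or plate-pattern-corrected value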;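 further: 0% = DMSO wells with peroxide and 100% = DMSO wells without peroxide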
ABCB6 inh MLPCN – inhibitors of human ABC transporter ABCB6. 0.19% of 360,000 active. Q9NP58. AID 602162. fluorescence ratio to DMSO, % at 10 µM. K562-ABCB6 porphyrin accumulation, flow cytometry, 1 h; active compounds read low;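 active means fluorescence ratio to DMSO below 75%, the collection mean minus 3 SD; inconclusive means too few cells collected in the well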;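 further: signal is porphyrin accumulated inside mitochondria; 100% equals median channel fluorescence of DMSO control wells; lower ratio means ABCB6 inhibition with less porphyrin fluorescence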
Target sequence (Q9NP58 whole entry, looked up): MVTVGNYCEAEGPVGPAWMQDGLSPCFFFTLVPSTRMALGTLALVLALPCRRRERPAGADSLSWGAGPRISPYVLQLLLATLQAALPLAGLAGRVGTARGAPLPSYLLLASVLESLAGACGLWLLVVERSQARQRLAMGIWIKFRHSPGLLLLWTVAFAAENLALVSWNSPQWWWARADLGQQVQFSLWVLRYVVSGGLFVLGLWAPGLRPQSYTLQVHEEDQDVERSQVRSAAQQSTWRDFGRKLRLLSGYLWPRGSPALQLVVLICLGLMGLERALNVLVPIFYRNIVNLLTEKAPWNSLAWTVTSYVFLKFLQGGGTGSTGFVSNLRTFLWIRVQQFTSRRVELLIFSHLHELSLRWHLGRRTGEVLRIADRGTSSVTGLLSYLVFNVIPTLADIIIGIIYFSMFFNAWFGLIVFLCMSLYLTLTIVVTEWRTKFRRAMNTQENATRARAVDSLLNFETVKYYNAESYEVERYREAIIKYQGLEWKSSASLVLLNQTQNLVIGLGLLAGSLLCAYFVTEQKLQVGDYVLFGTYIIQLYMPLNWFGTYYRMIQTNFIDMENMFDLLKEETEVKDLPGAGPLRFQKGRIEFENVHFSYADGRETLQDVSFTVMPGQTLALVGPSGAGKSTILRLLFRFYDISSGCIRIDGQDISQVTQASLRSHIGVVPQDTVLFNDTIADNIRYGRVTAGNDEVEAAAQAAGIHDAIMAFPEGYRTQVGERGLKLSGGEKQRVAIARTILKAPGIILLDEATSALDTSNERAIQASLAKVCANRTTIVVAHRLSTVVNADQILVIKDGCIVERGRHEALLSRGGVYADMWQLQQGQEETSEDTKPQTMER
Vif inh – inhibitors of HIV Vif. HEK293T cells, Vif self-association by quenched fluorescence, imaging, 24 h. 0.35% of 340,000 active. inhibition, % at 7.49 µM; in the data active means inhibition above about 50%, passing the limit was not always enough; inconclusive means no clear call, values can overlap the other calls; inactive means below about 31%; further: some results filed as inactive read as strong as hits
Glyco luc inh – N-linked glycosylation inhibition. AID 588692. reporter increase, % at 12.5 µM. D54 ERlucT glycosylation luciferase reporter, 24 h; percent of 100 nM tunicamycin response. 0.23% of 360,000 active;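 active means mean luciferase reporter signal, scaled so untreated is 0 and the glycosylation-blocking control 100, at or above a set limit in every replicate; inconclusive means mean reaches the limit but not every replicate does; inactive means mean below the limit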;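 further: luciferase carries N-glycosylation sites so blocking glycosylation raises the light; 0% = median of neutral control wells and 100% = median of 100 nM tunicamycin wells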
hiPSC survival – hiPSC single-cell survival enhancement. AID 602274. ATPlite luminescence; 100% = ROCK inhibitor wells, 0% = DMSO. survival enhancement, % at 20 µM. 0.044% of 360,000 active; in the data active means survival enhancement above about 18%;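 further: cells exposed to compounds for 16 hours before the ATP read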
m5-HT2A agonist – activates the mouse 5-HT2A serotonin receptor; P35363; CHO-K1 mHTR2A beta-arrestin complementation, luminescence; percent of 30 µM serotonin response; activation, % at 7.6 µM; 0.66% of 360,000 active; AID 624169;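 active means activation above a run cutoff, the mean activation of all tested compounds plus 3 SD, cut at about 14% in these data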;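 further: 0% = plate median of compound wells and 100% = 30 µM serotonin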
PDI turbidity – PDI (human) enzyme inhibition. P07237. PDI insulin aggregation turbidity, A650, 90 min. inhibition, % at 10 µM. 0.052% of 350,000 active;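 active means mean inhibition across replicates of 30% or more, whatever share of single replicates reach that level; inconclusive means mean inhibition below 30% while every single replicate reaches 30%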;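 further: absorbance from insulin aggregation driven by PDI reduction with DTT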
Granule exo inh – lytic granule exocytosis inhibition; TALL-104 LAMP-1 surface exposure, flow cytometry; cells stimulated with thapsigargin and PMA; inhibition, % at 10 µM; 0.66% of 360,000 active;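 active means inhibition above about 55%, limit read from the data; inconclusive means no clear call, values can overlap the other calls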
Active calls of the source: *; ? = inconclusive; · = no result given.

smiles	Glyco luc inh	H9c2 protect	PDI turbidity	m5-HT2A agonist	aDG glyco act	CaV13 FRET inh	Vif inh	ABCB6 inh MLPCN	hiPSC survival	Granule exo inh
O=C(NC1CCCCC1)C1CCCN1S(=O)(=O)c1cccc2nsnc12 (stereo unspecified)	2.2	1.7	12.0	3.4	-0.1	·	-7.1	98.0	-1.7	-1.7
CC1CCN(S(=O)(=O)c2ccc(NC(=O)CN3CCCCCC3)cc2)CC1	-4.9	-3.7	12.9	-4.3	0.1	-17.0	1.7	103.0	0.5	1.5
CC1CCN(CCCn2c(=S)[nH]c3c(sc4ccccc43)c2=O)CC1	-2.0	-3.9	-2.6	-5.2	0.2	-2.3	-5.0	98.0	0.7	4.2
CCN(CC)C(=O)c1cnn(-c2ccccc2)c1NC(=O)c1ccco1	1.2	-1.1	7.3	4.2	0.1	-7.8	-5.7	101.0	1.5	0.5
CC(C)c1ccc2oc(=O)cc(CN3CCN(Cc4ccccc4)CC3)c2c1	-5.0	2.9	-6.5	-3.0	0.0	-2.4	-3.6	97.0	0.3	20.6
Cc1onc(-c2ccccc2)c1-c1csc(N/N=C/c2ccccc2Cl)n1	0.8	-13.1	-2.5	-5.0	0.0	-4.3	7.4	93.0	0.6	3.1
CCCCN1Cc2c(nc3cc(-c4ccccc4)[nH]n3c2=O)C1=O	3.1	3.0	9.5	4.6	0.0	-4.8	-3.4	101.0	-0.2	-3.7
CCOC(=O)c1cnc(-n2cc(C)cn2)nc1Nc1ccccc1OC	-0.6	9.2	-5.4	0.3	2.4	-3.9	-19.8	97.0	-0.5	14.1
C[C@@H]1CN([C@@H](C)CO)C(=O)Cc2cc(NS(=O)(=O)c3cn(C)cn3)ccc2O[C@@H]1CN(C)C(=O)Nc1ccccc1	3.7	3.7	-5.5	2.0	-0.2	-6.0	·	101.0	-2.0	-1.9
Cn1c(=O)c2c(nc(NCc3ccco3)n2Cc2ccccc2Cl)n(C)c1=O	-2.3	-29.0	-1.8	4.2	0.7	-5.0	-22.0	101.0	1.8	-0.9
Cc1ccc(NC2=C(Cl)C(=O)OC2OC(=O)c2ccco2)cc1C (stereo unspecified)	2.7	8.1	-3.3	-3.6	0.5	-2.3	-5.7	94.0	-1.9	2.8
COc1ccc(/C(C)=N/OCC(=O)Nc2nc3ccccc3s2)cc1OC	0.1	-7.4	-1.7	3.8	0.1	-4.9	-7.8	100.0	-1.1	0.0
CNCc1ccccc1Sc1cccc(O)c1	-2.3	-1.7	-6.3	0.2	0.3	-3.7	-0.4	96.0	0.0	0.6
COc1ccccc1C(=O)C1CCCN(C(=O)c2ccccc2C(C)=O)C1 (stereo unspecified)	1.5	-3.0	-2.4	-3.7	-0.1	-2.3	-1.1	98.0	0.5	-6.4
NS(=O)(=O)c1ccc(CNC(=O)CCSCCC(=O)NCc2ccc(S(N)(=O)=O)cc2)cc1	1.6	10.4	1.6	-1.3	-0.4	-3.6	1.1	99.0	-0.7	-2.7
Cn1c(C(=O)NCC2CCCO2)cc2c(=O)n(C)c3ccccc3c21 (stereo unspecified)	3.5	25.5	·	1.7	0.0	-11.3	-7.4	99.0	-0.1	5.9
C=CCC(C(=O)OC)(C(=O)OC)c1ccccc1[N+](=O)[O-]	0.0	-3.7	1.0	3.4	-0.2	-2.8	1.1	91.0	0.1	-1.9
COc1cc2nc(NC(=O)c3ccc(F)cc3Cl)sc(=O)c2cc1OC	?	3.5	-1.5	-1.5	0.0	·	-5.7	85.0	0.8	1.5
COc1ccc(C=CC(=O)c2ccc(OCc3ccccc3)c(OC)c2)cc1OC	9.5	13.9	1.2	-6.3	0.0	-9.3	-5.0	97.0	0.4	-17.7
COc1ccc(C2CC(=O)C3=C(C2)Nc2ccccc2N(C(C)=O)C3c2ccco2)cc1 (stereo unspecified)	-2.5	15.5	5.2	-1.2	-0.2	-8.4	-2.9	99.0	2.9	-1.7
O=C(CCn1c(=O)c2ccccc2n(Cc2ccccc2)c1=O)NCc1ccc2c(c1)OCO2	0.2	0.4	-2.3	4.3	0.2	·	-3.5	104.0	-0.9	-1.0
COc1cc(/C=C/C(=O)O)ccc1OS(=O)(=O)c1c(C)cc(C)cc1C	1.1	8.1	12.9	14.0	0.1	-2.8	-3.8	97.0	-0.3	3.4
C=CC[n+]1ccc2ccccc2c1C	2.4	-7.8	5.1	1.6	0.5	2.0	-1.5	104.0	6.3	-6.1
COc1ccc(N(C)C(=O)c2cn(C)c(=O)c3cc(OC)c(OC)cc23)cc1	1.7	6.1	0.9	2.5	-0.1	-14.0	4.5	96.0	-0.4	-6.3
CCC1CCC2(CC1)SCC(=O)N2c1ccccc1 (stereo unspecified)	-1.8	10.3	1.0	-2.7	0.0	-4.6	8.4	94.0	0.2	-9.0
CCCCCC(=O)NNC(=O)Nc1ccccc1	4.7	1.7	-6.7	5.4	-0.1	-4.6	-1.3	104.0	0.6	-0.4
COc1ccccc1-c1ccc(Nc2cccc(C(F)(F)F)c2)nn1	3.4	-8.5	3.0	1.0	-0.5	-4.9	-1.2	101.0	-2.4	5.2
CCOC(=O)c1c(C)[nH]c(C)c1C(=O)CSc1nc2ccccc2c(=O)n1-c1ccc(C)cc1	0.9	2.6	12.5	-3.4	0.0	-15.8	22.5	92.0	-0.5	-1.5
COC(=O)c1cc2ccccc2c(-c2c(OC)c(C(=O)OC)cc3ccccc23)c1OC	-4.2	-6.5	-0.1	-3.2	1.2	-4.8	-21.4	87.0	-2.3	-3.6
COC(=O)c1cccc(Nc2nc3ccccc3nc2C)c1	2.1	5.2	8.1	2.5	0.4	·	-8.3	104.0	3.7	-5.5
O=C(Cc1coc2ccc3ccccc3c12)NC1CCCc2ccccc21 (stereo unspecified)	-6.0	15.5	-10.9	-0.1	0.1	-4.9	-0.7	99.0	-1.1	-3.0
O=C(c1ccccc1-c1nc(-c2ccccc2)no1)N1CCOCC1	-0.2	16.9	-2.9	0.3	-0.3	·	13.7	103.0	-2.9	1.6
CCS(=O)(=O)N1Cc2cc(C(=O)NCCOC)nc(-c3cccc(-c4ccncc4)c3)c2[C@H]1CCO	·	·	·	1.8	-0.3	-6.9	·	95.0	-0.4	-2.3
COc1ccc(S(=O)(=O)NCCc2csc(-c3cccnc3)n2)cc1	-2.8	2.0	·	4.1	0.0	-10.0	8.6	96.0	-0.2	7.9
Cc1cccc(NC(=O)C(C)SCc2ccccc2)c1 (stereo unspecified)	-1.0	-1.5	-1.1	4.3	0.0	-4.5	2.1	99.0	1.3	-10.2
COC(=O)Cn1c(CN2CCN(c3ccccc3F)CC2)nc2c1c(=O)n(C)c(=O)n2C	1.4	-18.0	·	-0.2	-0.1	-10.1	-9.0	100.0	-1.3	-1.0
O=C1NCCN1C(=O)c1ccccc1F	1.6	4.9	5.9	1.9	0.1	-5.1	-11.1	103.0	-0.8	-7.0
O=P(OC1CCCCC1)(OC1CCCCC1)C(Nc1ccccc1)c1cccnc1 (stereo unspecified)	0.1	26.6	8.7	1.5	0.1	-0.1	-4.1	97.0	-0.3	19.1
O=S(=O)(c1ccc(N2CCOCC2)nc1)N1CCOCC1	1.5	0.7	0.7	-0.6	0.1	-5.0	·	101.0	-0.2	-3.9
CCCCOC(=O)c1sc2nc(N3CCOCC3)c3c(c2c1N)CC(C)(C)OC3	3.0	-5.5	8.3	2.9	-0.1	-2.5	-0.4	97.0	-0.1	-0.4
CC1CC(C)CN(S(=O)(=O)c2ccc(C(=O)Nc3nnc(C4CC4)o3)cc2)C1 (stereo unspecified)	6.8	17.7	-14.5	4.5	0.1	-6.8	-4.0	100.0	0.9	-3.0
CC(c1ccccn1)N(Cc1ccco1)C(=S)Nc1cccc(F)c1 (stereo unspecified)	2.2	1.6	4.8	4.1	-0.3	-15.6	-0.1	103.0	-0.2	0.6
Cc1ccc(C2N(c3cccc(Cl)c3)C(=O)C3CCCN32)o1 (stereo unspecified)	0.0	8.0	-1.0	4.2	1.6	-6.8	1.8	100.0	-0.5	-0.8
COC(=O)c1ccc(C(c2c(N)n(Cc3ccccc3)c(=O)n(C)c2=O)N2CCOCC2)cc1 (stereo unspecified)	-0.6	-3.8	10.0	-3.6	-0.2	-5.7	7.5	95.0	-0.6	-1.8
COc1cc(/C=C2\S/C(=N/S(=O)(=O)c3ccc(C)cc3)NC2=O)c([N+](=O)[O-])cc1OC	1.2	-1.8	0.8	4.2	-0.2	-9.9	6.3	99.0	0.5	0.6
Cn1c(-c2ccccc2)cc(=NNS(C)(=O)=O)c2cc(S(=O)(=O)O)ccc21	2.2	1.6	7.6	-2.2	0.2	-5.9	-8.7	100.0	-0.3	6.9
CCOC(=O)CN1C(=O)COc2ccc(Cl)cc21	-0.2	-3.7	-3.7	-2.5	-0.1	-5.4	-1.9	100.0	2.6	-0.1
CCN(CC)c1ccc(C=Nc2ccc(C#N)cc2)c(O)c1	-2.9	-1.4	9.0	-1.3	-0.2	-5.2	-11.6	109.0	7.3	-6.0
CCOc1ccc(OCc2ccc(C(=O)N(C)c3ccccc3)o2)cc1	-2.2	-4.5	0.9	0.2	0.0	-19.0	-2.8	97.0	1.3	10.4
CCCCCCN1C[C@@H](n2cc(C3CC3)nn2)[C@H](O)C[C@@H]1c1ccc(Cl)cc1	-2.1	-11.1	-0.3	-3.9	0.0	-5.9	3.0	102.0	2.7	-3.4
CC1Sc2ccc(S(=O)(=O)CCC(=O)NCc3ccccc3)cc2NC1=O (stereo unspecified)	0.7	5.6	-6.9	-4.0	-0.2	-1.9	-8.5	96.0	2.1	-2.5
CC1CCN(C(=O)Cn2c3ccccc3c3nc4n(c(=O)c32)CCCS4)CC1	-5.8	14.9	-1.3	5.1	-0.6	-2.9	-1.7	99.0	0.1	3.7
CC(=O)c1ccc(N2CCN(C(=O)Nc3ccc(C)cc3)CC2)cc1	2.2	-7.0	-2.8	-1.2	1.0	-6.9	?	98.0	-0.5	1.6
CCOc1ccc2nc(N3CCC(C(=O)NCCCN4CCOCC4)CC3)sc2c1	-1.6	-4.6	-2.0	-3.3	-0.1	1.0	-1.1	106.0	-0.8	22.7
CCOC(=O)N1CCN(C(=O)CCl)CC1	2.3	2.8	0.3	1.8	1.0	-0.8	-4.5	100.0	4.5	3.5
O=C(CC(=O)Nc1ccccn1)Nc1ccccn1	1.9	-4.7	-3.3	8.0	-0.2	-3.8	18.6	96.0	-1.6	3.4
COc1ccc(NC(=O)C2CCN(c3nc(C)nc4c3CCC4)CC2)cc1	-3.3	-21.5	-1.0	-1.2	2.2	-4.0	·	101.0	-4.0	-0.6

Bioassay records from PubChem BioAssay.

Rows were taken by chance; overall some 3.1% were active at least once.
